Screening results (PubChem)
OXTR potentiator: human OXTR potentiators, primary screen, fluorescence, CHO-OTR cells, Fluo-8 calcium; Fluo-8 calcium fluorescence, potentiator mode; 0% = oxytocin EC15, 100% = EC100; activation, % at 3 µM; hit rate 0.061% among 320,000;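 active means activation above that plate's cutoff, the mean activation of tested compounds plus 3 SD, cut at about 6.6% in these data, passing the limit was not always enough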;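 further: 100% uses oxytocin at 75 nM as the full agonist control; some results filed as inactive read as strong as hits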
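System: human OTR in CHO cells / Also added: sub-maximal oxytocin, roughly EC15 / Control set: EC15 oxytocin low, 75 nM oxytocin high / Schedule: 6 min compound pre-incubation at room temperature, 100 s kinetic read / Compound: single-point 3.0 µM / Replication: singlicate / Technique: Fluo-8 calcium dye fluorescence / Read-out basis: % activation of max/min ratio relative to oxytocin controls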
CHO parental Ca: ATP-evoked calcium signal inhibitors, parental CHO, primary screen, counter-screen for OX1R antagonist project, cell-based, fluorescence, Fluo-8 calcium dye. AID 463079, 2010. inhibition, % at 5.6 µM. hit rate 0.63% among 330,000. parental CHO-K1, ATP-induced calcium, Fluo-8 fluorescence;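 active means inhibition above that plate's mean sample inhibition plus 3 SD, cut at about 26% in these data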;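 further: 0% = ATP-challenged DMSO wells and 100% = DMSO wells without ATP; some compounds past the cut are filed as inactive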
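Assay system: untransfected parental CHO cell line. Also added: ATP agonist challenge. Dosing: one dose, 5.6 µM nominal. Measured by: Fluo-8 fluorescence. Read-out: % inhibition. Benchmarks: ATP wells versus no-ATP DMSO wells. Repeats: no replicates.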
CHO-K1 Ca ag: counter-screen for M1 agonists: effect in parental CHO-K1 cells. Fluo-8 calcium fluorescence; scaled to maximal ATP response, vehicle zero. activation, % at 3 µM. hit rate 0.48% among 360,000; in the data active means activation above about 15%;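 further: untransfected CHO-K1 host cells lacking M1 receptor as counterscreen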
CHO-K1 Ca PAM: nonselective calcium activators in parental CHO-K1 cells, primary screen, counter-screen for M1 PAM project, cell-based, Fluo-8 calcium fluorescence, full deck, 1536-well; AID 602247, 2012; ATP EC20; 0% at ATP EC20, 100% at ATP max; hit rate 0.02% among 360,000; activation, % at 3 µM;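 active means activation above the run cutoff, the mean activation of all test compounds plus 3 SD, cut at about 40% in these data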;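 further: peak over basal fluorescence ratio in a 140 s read after ATP addition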
TAAR1 ag: human TAAR1 agonists, primary screen, Fluo-8 calcium fluorescence, CHO RD-HGA16 cells; vehicle wells 0%, saturating PEA agonist 100%; Trace amine-associated receptor 1 (Homo sapiens), Q96RJ0; hit rate 0.99% among 360,000; AID 624467, 2012; activation, % at 3 µM;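 active means activation above the mean activation of all test compounds in the run plus 3 SD, cut at about 38% in these data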
Target sequence (Q96RJ0 whole entry, looked up): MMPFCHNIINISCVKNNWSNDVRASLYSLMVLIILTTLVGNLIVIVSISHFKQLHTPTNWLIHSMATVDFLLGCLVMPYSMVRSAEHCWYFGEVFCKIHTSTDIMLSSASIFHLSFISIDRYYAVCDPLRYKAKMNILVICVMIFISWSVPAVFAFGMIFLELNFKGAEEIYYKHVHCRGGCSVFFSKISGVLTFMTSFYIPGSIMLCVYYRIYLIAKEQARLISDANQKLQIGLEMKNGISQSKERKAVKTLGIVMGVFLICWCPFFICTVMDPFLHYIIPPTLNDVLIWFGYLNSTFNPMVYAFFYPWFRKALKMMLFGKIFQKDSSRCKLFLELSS
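Assay system – CHO-derived RD-HGA16 cells with stable Gα16 and human TAAR1 · Compound dosing – one-point dosing at 3 µM (nominal) · Incubation – 17-24 h seeding, 75 min 37 °C dye, 30 min RT · Measured by – kinetic Fluo-8 calcium fluorescence · Control set – DMSO vehicle as 0%, PEA at EC100 as 100% · Repeats – single well for each compound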
TAAR1 antagonist: human TAAR1 antagonists, primary screen, Fluo-8 calcium fluorescence, CHO RD-HGA16 cells. antagonist. hit rate 1.5% among 360,000. inhibition, % at 3 µM. Trace amine-associated receptor 1 (Homo sapiens), Q96RJ0;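 active means inhibition above a per-plate cutoff, the mean inhibition of test compounds on that plate plus 3 SD, cut at about 49% in these data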;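 further: 0% = DMSO plus EC80 beta-PEA response and 100% = DMSO alone without agonist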
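Material: RD-HGA16 CHO cells with stable hTAAR1 and Gα16; Dosing: single nominal final test compound concentration of 3 µM; Schedule: seeding 17-24 h prior, 75-min 37 °C, 30-min RT dye loading; Detection: kinetic Fluo-8 calcium fluorescence measurement; Measure: % inhibition from peak post-agonist over basal fluorescence ratio; Benchmarks: vehicle and agonist controls.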
CHO-K1 Ca antag: nonselective inhibitor or artifact in parental CHO-K1 cells; inhibition, % at 3 µM; ATP-induced calcium, Fluo-8 fluorescence; hit rate 0.6% among 360,000;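 active means inhibition above a per-plate cutoff, the plate's mean sample inhibition plus 3 SD, cut at about 24% in these data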;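 further: 0% = DMSO plus EC80 ATP and 100% = DMSO alone without ATP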
M1 ag: human M1 muscarinic receptor agonists, primary screen, Fluo-8 calcium fluorescence, CHO-K1 cells, HTS. Muscarinic acetylcholine receptor M1 (Homo sapiens), P11229. CHO-K1 hM1, agonist mode; 0% DMSO, 100% acetylcholine EC100. activation, % at 3 µM. hit rate 0.33% among 360,000. AID 588814, 2011;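 active means activation above the run's mean compound activation plus 3 SD, cut at about 16% in these data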;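 further: peak over basal fluorescence ratio within a 140 s kinetic read after compound addition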
Target sequence (P11229 whole entry, looked up): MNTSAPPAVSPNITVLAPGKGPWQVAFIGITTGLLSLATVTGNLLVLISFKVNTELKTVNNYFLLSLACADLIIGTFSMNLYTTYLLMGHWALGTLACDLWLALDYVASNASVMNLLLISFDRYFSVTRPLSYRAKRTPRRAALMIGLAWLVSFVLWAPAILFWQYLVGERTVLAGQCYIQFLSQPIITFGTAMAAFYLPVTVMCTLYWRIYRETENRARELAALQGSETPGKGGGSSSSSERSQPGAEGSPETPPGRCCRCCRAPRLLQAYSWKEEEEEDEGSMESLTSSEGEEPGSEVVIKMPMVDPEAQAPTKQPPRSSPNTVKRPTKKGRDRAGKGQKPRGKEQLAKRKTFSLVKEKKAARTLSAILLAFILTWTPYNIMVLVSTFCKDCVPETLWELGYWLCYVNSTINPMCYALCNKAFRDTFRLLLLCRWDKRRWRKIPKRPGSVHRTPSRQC
CHRM1 antagonist: human M1 muscarinic receptor antagonists, primary screen, CHO-K1 cells, Fluo-8 calcium fluorescence, 1536-well. Muscarinic acetylcholine receptor M1 (Homo sapiens), P11229. CHO-K1 hM1, ACh EC80 antagonist. inhibition, % at 3 µM. hit rate 1.3% among 360,000;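 active means percent inhibition above its own plate's cutoff, namely the mean of that plate's compound wells plus 3 SD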;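 further: peak over basal fluorescence ratio during 140 s after agonist addition; 0% = ACh EC80 plus DMSO and 100% = DMSO alone without agonist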
Starred values were filed as active, the others as inactive; · = no result given.

SMILES	OXTR potentiator	CHO parental Ca	CHO-K1 Ca ag	CHO-K1 Ca PAM	TAAR1 ag	TAAR1 antagonist	CHO-K1 Ca antag	M1 ag	CHRM1 antagonist
O=C(OCC(=O)N1CCCc2ccccc21)c1ccccc1[N+](=O)[O-]	-7	-12	3.9	-4	6	11	-1	0	-4
COc1cc2c(cc1OC)CN(C(=O)C(C)(C)C)CC2	1	1	0.9	23	9	1	-23	-2	-35
Cc1cc(OC(C)C(=O)NNC(=O)Nc2ccc(F)cc2F)cc(C)c1Cl (stereo not given)	-7	-11	-0.1	-11	2	-21	14	-5	-9
Cc1cc(OCCCN2CCCC2)ccc1Cl	8	-7	0.1	-23	3	-29	20	-9	-19
CCN(CC)c1ccc(S(=O)(=O)N2CCOCC2)cc1NC(=O)CNCc1ccccc1	-11	-10	2.1	4	1	-3	-11	-6	4
COc1ccc(-c2nc3cc(C)ccn3c2NC(=O)c2ccccc2OC)cc1	4	-31	3.4	0	10	37	-7	-4	-6
Cc1nc(SCC(=O)N2CCC(C(N)=O)CC2)n[nH]1	-11	-5	0.0	22	14	1	-9	-1	-13
O=C(CN1C(=O)c2ccccc2S1(=O)=O)NCCSc1ccccc1	-1	-11	0.1	6	10	-7	-1	-1	-7
CC(=O)N/C(=C/c1ccc([N+](=O)[O-])cc1)C(=O)O	-6	-6	0.0	4	1	7	7	-6	6
CC1Cn2c(nnc2-c2ccc(F)cc2)S1 (stereo not given)	-3	-2	0.1	-3	0	-7	26*	0	-5
CCCCOc1ccc(S(=O)(=O)N2CCCCCC2)cc1	-12	5	0.9	-1	2	-6	-20	-6	-3
Cc1ccccc1-c1nc(CS(=O)CC(=O)NCc2ccc3c(c2)OCO3)c(C)o1 (stereo not given)	0	-27	2.5	0	-2	-22	-14	-4	-3
Cc1ccc(OCC(=O)NNC(=O)CSC(=S)N2CCCC2)cc1	·	·	-0.2	1	-1	-23	-2	-3	-6
Cn1c(=O)c2c(nc(N/N=C/c3cccs3)n2Cc2ccc(Br)cc2)n(C)c1=O	1	-21	-0.1	10	-1	-4	-5	-6	-16
O=[N+]([O-])c1cnn(-c2nc(-c3ccco3)cc(C(F)(F)F)n2)c1	1	-9	0.3	6	1	-16	-16	-2	3
COc1ccccc1NC(=O)c1ccccc1S(=O)(=O)c1ccc([N+](=O)[O-])cc1	0	-20	2.0	8	2	-7	-4	-2	-2
COc1cccc(OCc2cc(C(=O)N(Cc3nccn3C)C(C)C)no2)c1	-10	1	0.7	-7	2	-10	-11	-5	10
COc1ccccc1-n1c(SC)nc(O)cc1=O	1	-8	10	8	1	-11	12	1	-2
CC(C)C(=O)N1CCCC1(C)C(=O)Nc1ccc(-n2cccc2)cc1 (stereo not given)	·	·	0.3	0	2	-20	-10	-2	-19
CCOc1ccc(CCNC(=O)c2nnn(CC(=O)Nc3ccc(OC)c(OC)c3)c2N)cc1OCC	-7	-7	0.7	19	0	-82	-12	-2	-15

Complete entries from above.
`CC(C)C(=O)N1CCCC1(C)C(=O)Nc1ccc(-n2cccc2)cc1` (stereo not given) is entered as OXTR potentiator = ·; CHO parental Ca = ·; CHO-K1 Ca ag = 0.3; CHO-K1 Ca PAM = 0; TAAR1 ag = 2; TAAR1 antagonist = -20; CHO-K1 Ca antag = -10; M1 ag = -2; CHRM1 antagonist = -19
`O=[N+]([O-])c1cnn(-c2nc(-c3ccco3)cc(C(F)(F)F)n2)c1` is entered as OXTR potentiator = 1; CHO parental Ca = -9; CHO-K1 Ca ag = 0.3; CHO-K1 Ca PAM = 6; TAAR1 ag = 1; TAAR1 antagonist = -16; CHO-K1 Ca antag = -16; M1 ag = -2; CHRM1 antagonist = 3

(further entries)
SMILES	OXTR potentiator	CHO parental Ca	CHO-K1 Ca ag	CHO-K1 Ca PAM	TAAR1 ag	TAAR1 antagonist	CHO-K1 Ca antag	M1 ag	CHRM1 antagonist
Cn1c(=O)cc(SCC(=O)NCCN2CCN(c3ccccc3F)CC2)c2cc(Cl)ccc21	-1	-28	-0.4	12	9	5	-1	-6	-13
Cc1cc(C)n(-c2ccc(C)c(Cl)c2)n1	-4	-15	-0.2	1	-2	-4	5	-6	-10
Cc1ccc(N(C(=O)c2csnn2)C(C(=O)NC2CCCCC2)c2ccncc2)c(C)c1 (stereo not given)	-1	-15	0.6	10	3	-9	-14	-2	-13
COc1ccc(S(=O)(=O)NC(C)C(=O)NCc2ccncc2)cc1Cl (stereo not given)	0	-1	0.8	10	3	-5	-17	-11	25*
CCC(=O)c1cn([C@@H](CCC(OC)OC)CC(=O)OC(C)(C)C)cc1CC	-4	-18	-0.5	21	2	2	-21	-5	4
Cc1cc(C(O)c2ncc(-c3cccc4ccccc34)[nH]2)ccc1F (stereo not given)	·	·	0.2	-10	-1	13	24*	-5	2
COc1ccc(/C(N)=N/OC(=O)C2CCC(=O)N2S(=O)(=O)c2ccc(C)cc2)cc1 (stereo not given)	-14	-21	0.8	6	2	-16	3	2	-2
O=C1CC2(CCCCC2)Oc2ccccc21	0	-7	0.0	6	6	-6	-7	-3	-2
CCOC(=O)c1ccc(C(=S)N2CCCC2)cc1	·	·	-0.1	11	-1	3	11	-2	-1
O=C(Nc1ccccc1N1CCOCC1)c1ccc2ccccc2n1	-12	-26	0.5	7	10	29	9	-2	4
Cc1cc(=O)n2cccc(O)c2n1	-14	-4	-0.4	-14	0	8	20	-5	-5
O=C(N/N=C/c1ccncc1)/C(=C/c1ccccc1)NC(=O)c1ccccc1	6	-6	2.6	12	15	3	-8	-1	-9
COc1cc(CNCc2ccccn2)ccc1OCC(=O)NC(C)(C)C	3	-2	0.4	9	2	-24	3	-11	-4
CCc1ccc(C2CC(=O)N(c3cccc(F)c3)C3=C2C(=O)OC3)cc1 (stereo not given)	-24	-6	3.8	13	3	-7	-11	-2	-9
C[C@]12c3[nH]c4ccc(Cl)cc4c3CCN1C(=O)[C@@H](CC(=O)NCCC1=CCCCC1)C[C@@H]2C(=O)N1CCCCC1	·	-20	0.4	15	26	-7	-11	-4	-8
CCOC(=O)NC(=O)CSc1nnc(C2CC2)n1Cc1ccco1	-3	-7	1.3	16	14	2	-15	-4	3
O=C(OCCCN1CCCC1)C1(c2ccccc2)CCCC1	-3	-4	0.4	8	6	-5	3	-6	96*
COc1ccc(NS(=O)(=O)c2ccc(-c3ccccn3)s2)cc1	-17	-17	8.9	-3	5	-24	5	2	9
CC1(C)Cc2c(C#N)c(OCC(=O)c3ccc(Cl)cc3)nc(-c3ccco3)c2CO1	0	-14	0.3	12	10	9	0	-2	-8
CCN1CCCC1Cn1cnc2c([nH]c3ccc(OC)cc32)c1=O (stereo not given)	-3	-12	1.1	16	6	8	-11	-2	15
COc1ccc(OC)c(Nc2nc(-c3ccccc3O)nc3ccccc23)c1	2	-25	0.4	13	5	-10	1	-3	-5
O=C(CN1CCN(CC(=O)c2ccccc2)CC1)c1ccccc1	·	·	1.1	17	3	-22	-11	-5	-26
CCOc1ccc(S(=O)(=O)N(C)C)cc1-c1nc2c(C(C)(C)C)nn(C)c2c(=O)[nH]1	2	-24	-0.1	4	1	-8	-9	-2	-10
Clc1ccc(CSc2nnc(-c3ccc4c(c3)OCO4)o2)cc1	-17	-6	0.9	18	8	7	-9	-4	0
CCOc1ncccc1C(=O)OCC(=O)c1ccc[nH]1	-8	-12	1.9	5	13	-16	-2	-3	-2
Cc1ccc(OCC(O)Cn2nc(C)cc2C)cc1 (stereo not given)	-1	-7	15	7	6	-3	7	-4	-6
O=S1(=O)CC(N2CCCCC2)CN1Cc1cn(Cc2ccc(Cl)cc2)nn1 (stereo not given)	·	·	0.9	15	1	-1	-13	·	·
COc1ccc(-n2cnnc2SCC(=O)NCc2cccs2)cc1	-3	-5	1.2	23	11	9	-12	-3	3
O=S(=O)(NCc1csc(-c2ccccc2)n1)c1ccc(Cl)s1	-2	3	0.4	21	-1	-13	-8	-5	-16
Cc1cccc(/C=C2\CS/C(=C\c3cccc(C)c3)C2=O)c1	-18	-19	0.2	-5	1	5	11	1	14
CSc1sc(C(=O)N2CCc3ccccc32)cc1S(=O)(=O)C(C)C	-8	-11	1.3	14	6	-17	-9	-5	-13
CCOc1ccc2nc(NC(=O)CSc3nnnn3C3CCCCC3)sc2c1	3	-21	0.2	-2	6	9	-8	2	-12
Cn1c(=O)c2c(ncn2CC(=O)OCC(=O)Nc2cc(Cl)ccc2Cl)n(C)c1=O	-10	-2	2.6	5	5	0	1	-5	-11
FC(F)Oc1ccc(NC(=S)NCc2ccccc2)cc1	-10	3	3.4	-14	5	6	28*	-5	12
CCOC(=O)[C@@H]1[C@H]2COc3ccc(Br)cc3[C@H]2N2C(=O)N(c3ccc(C)cc3)C(=O)[C@@]12C	2	-26	1.3	23	5	8	-14	-4	-4
COc1ccc(N/C=C2\CCOC2=O)cc1	6	6	-0.3	4	5	-6	20	-1	3
Cc1ccc2c(CN3CCCCC3)cc(=O)oc2c1C	2	-18	0.4	9	2	-4	-18	-8	-14
COc1ccc(-c2csc(C(NC(C)=O)c3ccc(F)c(F)c3)n2)cn1 (stereo not given)	·	·	-0.3	-8	0	-1	8	3	-19
O=C(NCc1cccc(Cl)c1)NC(=O)c1csc([N+](=O)[O-])c1	-3	-12	0.9	20	2	-11	-15	-1	-14
O=C(Nc1c(C(=O)O)[nH]c2ccccc12)c1cccc(C(F)(F)F)c1	-15	2	0.7	15	-2	-5	-11	-1	-11
CCCCc1nc2cc(Cl)ccc2o1	-3	11	1.9	2	3	-6	-13	-3	13
CC1(C)NC(=O)N(CC(=O)N2CCN(c3cccc(Cl)c3)CC2)C1=O	-6	-14	2.1	12	·	·	-8	-2	9
Oc1[nH]c2ccccc2c1N=Nc1nncc2ccccc12	-2	-17	4.6	13	0	-30	5	-6	-12
CCCOc1ccc(/C=N/O)cc1	-3	-1	-0.6	-5	7	0	3	-4	6
COc1ccc(NC(=O)CN(C)C(=O)CCCN2C(=O)c3cccc4cccc(c34)C2=O)cc1	-2	-20	-0.3	15	0	-31	-9	-7	-13
CCC(=O)NCC(c1cccs1)N1CCOCC1 (stereo not given)	-1	-4	-0.2	-2	2	-17	-6	-4	-2
